NCI-60 one-dose screen, 48 h, at 10 µM unless noted. Numbers give growth in % (100 = growth as untreated, 0 = no growth, -100 = all killed).
SK-MEL-5: SK-MEL-5 melanoma. 80,000 tested, 6.4% active
MALME-3M: MALME-3M melanoma. 78,000 tested, 5.8% active
SK-MEL-2: SK-MEL-2 melanoma; 77,000 tested, 4.7% active; AID 1794763
SK-MEL-28: SK-MEL-28 melanoma; 81,000 tested, 4.1% active; AID 1794761
UACC-257: UACC-257 melanoma. AID 1794764. 78,000 tested, 4.4% active
UACC-62: UACC-62 melanoma; 81,000 tested, 5.4% active; AID 1794756
HS 578T: HS 578T breast cancer; AID 1794788; 78,000 tested, 4.1% active
LOX IMVI: LOX IMVI melanoma | 79,000 tested, 7.4% active | AID 1794757
* marks the source's active call; other numbers are inactive results; . = no result given; & = joins results of further samples. The calls were made as follows: active = growth percent below 10; inactive = the rest.

No.	Structure	SK-MEL-5	MALME-3M	SK-MEL-2	SK-MEL-28
1	Cc1ncsc1CCO	98&109	86&118	107&96	104&116
2	CN1C(=O)N(C)N(Cc2ccccc2)C(=O)N1Cc1ccccc1	104	113	107	110
3	COc1cc(C2CC(=O)Nc3c2c(C)nn3C)cc(OC)c1O (configuration not stated)	96	104	106	102
4	CC(=O)N1c2c(C(N)=O)cnn2CC1c1ccccc1 (configuration not stated)	104	111	98	103
5	CNC(=O)c1c(NC(=O)c2cccc(C(F)(F)F)c2)sc2c1CCC(=O)C2	-68*	-29*	-16*	7.1*
6	Nc1cccc2c1C(=O)c1ccc(Cl)cc1C2=O	85	114	115	109
7	O=C1c2nsnc2C(=O)c2c(F)c(F)c(F)c(F)c21	-61*	-46*	-75*	-93*
8	CCOC1Oc2ccc(F)cc2-c2oc(=O)ccc21 (configuration not stated)	83	99	102	116
9	COc1ccccc1/C=C/C(=O)c1nnn(-c2ccc(F)cc2)c1C	79	71	93	75
10	COc1ccc2c(c1)c(-c1nc(-c3c[nH]c4ncccc34)cs1)cn2C(=O)OC(C)(C)C	73	.	89	108
11	COc1ccc(C(=O)c2cc3c(N)c(C(=O)Nc4ccc(Br)cc4)sc3nc2C)cc1	81	54	74	86
12	CCCCCCCCCCCCCCCCCC(O)(CC)CC	98	109	105	115
13	CC(=O)C(C)(c1ccc(Cl)cc1)c1ccc(Cl)cc1	100	106	93	98
14	O=C(NCn1c(=O)[nH]c2ccccc2c1=O)N1CCN(C(=O)NCn2c(=O)[nH]c3ccccc3c2=O)CC1	101	91	103	106
15	COC(=O)C(Cc1ccc(O)cc1)NC(=O)C(COCc1ccccc1)NC(=O)OCc1ccccc1 (configuration not stated)	101	91	97	101

No.	UACC-257	UACC-62	HS 578T	LOX IMVI
1	93&106	96&111	101&110	103&98
2	.	105	111	103
3	.	96	107	98
4	98	96	100	104
5	-11*	-41*	18	-50*
6	102	85	83	76
7	-97*	-87*	.	-49*
8	109	96	82	84
9	71	59	78	2.1*
10	104	67	101	.
11	80	73	32	85
12	115	101	100	104
13	77	102	98	97
14	109	105	86	93
15	101	97	103	95

The final 3 entries of the section above lead into the next:
No.	Structure	SK-MEL-5	MALME-3M	SK-MEL-2	SK-MEL-28
13	CC(=O)C(C)(c1ccc(Cl)cc1)c1ccc(Cl)cc1	100	106	93	98
14	O=C(NCn1c(=O)[nH]c2ccccc2c1=O)N1CCN(C(=O)NCn2c(=O)[nH]c3ccccc3c2=O)CC1	101	91	103	106
15	COC(=O)C(Cc1ccc(O)cc1)NC(=O)C(COCc1ccccc1)NC(=O)OCc1ccccc1 (configuration not stated)	101	91	97	101
16	COc1ccc(S(=O)(=O)/N=c2\c3ccccc3cnn2C2=NCCN2S(=O)(=O)c2ccc(OC)cc2)cc1	94	108	102	.
17	Cn1cc(/C=N/Nc2ccnc3cc(Cl)ccc23)c2ccccc21	-98*	-82*	-72*	-90*
18	COc1ccc(OC)c(C2C3=C(CC(C)(C)CC3=O)OC2C(=O)c2ccc(N=[N+]=[N-])cc2)c1 (configuration not stated)	.	107	104	110
19	CON=C1C[C@]2(C[C@@H]3C[C@@H](C/C=C(\C)C[C@@H](C)/C=C/C=C4\CO[C@@H]5[C@H](O)C(C)=C[C@@H](C(=O)O3)[C@]45O)O2)O[C@H](/C(C)=C/C(C)C)[C@H]1C	65	66	.	86
20	CCOC(=O)c1c(N)ssc1=S	102	119	109	98
21	COc1ccc([C@H]2[C@H](O)C(=O)N2c2cc(OC)c(OC)c(OC)c2)cc1Cl	-12*	66	.	64
22	CC(C)(C)c1ccc(S(=O)(=O)N[C@H]2CC[C@H]3[C@@H]4CCc5cc(O)c([N+](=O)[O-])cc5[C@H]4CC[C@]23C)cc1	84	67	.	77
23	O=C(NCCCN1CCC(N2CCCCC2)CC1)C1=Cc2cc(Br)ccc2OC1	68	98	36	81
24	O=c1oc2c(cnc3ccccc32)cc1-c1ccsc1	97	101	106	106
25	CCCCCC/C=C\CCCCCCCCCc1cc(O)cc(OC)c1O	-29*	.	-25*	24
26	Cc1cc(C)c2c(SC(C)C)nc(N)nc2n1	81	95	86	96
27	Nc1cc(N)ncn1	98	106	113	99
28	Clc1ccc(Cn2ccc3nc(Cl)nc(Cl)c32)c(Cl)c1	82	85	86	102
29	NC1=NNC(=O)C1	101	94	118	.
30	Cn1c(=O)c2c(-c3ccccc3)nc3ccc(Cl)cc3c2n(C)c1=O	103	101	119	108

No.	UACC-257	UACC-62	HS 578T	LOX IMVI
13	77	102	98	97
14	109	105	86	93
15	101	97	103	95
16	104	96	102	95
17	-71*	-66*	-64*	-84*
18	114	93	108	107
19	81	71	60	55
20	101	98	154	94
21	41	31	14	14
22	78	84	62	.
23	60	54	56	31
24	101	95	95	99
25	-5.0*	6.3*	45	-86*
26	89	94	90	98
27	112	100	96	98
28	98	87	90	79
29	101	96	.	101
30	101	93	107	100

Part of the list above in order of SMILES length, falling.
No.	Structure	SK-MEL-5	MALME-3M	SK-MEL-2	SK-MEL-28
19	CON=C1C[C@]2(C[C@@H]3C[C@@H](C/C=C(\C)C[C@@H](C)/C=C/C=C4\CO[C@@H]5[C@H](O)C(C)=C[C@@H](C(=O)O3)[C@]45O)O2)O[C@H](/C(C)=C/C(C)C)[C@H]1C	65	66	.	86
22	CC(C)(C)c1ccc(S(=O)(=O)N[C@H]2CC[C@H]3[C@@H]4CCc5cc(O)c([N+](=O)[O-])cc5[C@H]4CC[C@]23C)cc1	84	67	.	77
24	O=c1oc2c(cnc3ccccc32)cc1-c1ccsc1	97	101	106	106
20	CCOC(=O)c1c(N)ssc1=S	102	119	109	98
29	NC1=NNC(=O)C1	101	94	118	.

No.	UACC-257	UACC-62	HS 578T	LOX IMVI
19	81	71	60	55
22	78	84	62	.
24	101	95	95	99
20	101	98	154	94
29	101	96	.	101

Following part
No.	Structure	SK-MEL-5	MALME-3M	SK-MEL-2	SK-MEL-28
31	CC(=O)N1c2ccnn2CC1c1ccccc1 (configuration not stated)	108	92	94	105
32	Cc1ccc(/C=C2\SC(=S)N(CC(=O)O)C2=O)cc1	102	98	.	96
33	COc1ccc(NC(=O)Nc2ccc(Nc3nc(C)cc(Nc4ccc(C)cc4)n3)cc2)cc1	-73*	-79*	-62*	-77*
34	O=C(O)c1ccc(OCc2ccccc2)cc1	96	102	101	101
35	CO[C@H]1C[C@@H]2CC[C@@H](C)[C@@](O)(O2)C(=O)C(=O)N2CCCC[C@H]2C(=O)O[C@H]([C@H](C)C[C@@H]2CC[C@@H](OC(=O)C(C)(CO)CO)[C@H](OC)C2)CC(=O)[C@H](C)/C=C(\C)[C@@H](O)[C@@H](OC)C(=O)[C@H](C)C[C@H](C)\C=C/C=C/C=C/1C	13	24	.	34
36	CC(=O)[C@@H]1CC[C@]2(C(N)=O)CC[C@]3(C)[C@H](CC[C@@H]4[C@@]5(C)CCCNC(C)(C)[C@@H]5CC[C@]43C)[C@@H]12	76	90	86	96
37	CCC(c1ccc(OC)cc1)C(CC)c1ccc(O)c(CN2CCOCC2)c1 (configuration not stated)	82	90	89	105
38	CC12c3ccccc3C(C)(C3C=CC=CC31)C(NS(=O)(=O)c1ccccc1)C2O (configuration not stated)	102	90	107	109
39	CCn1c(Cn2cc(-c3ccc(F)cc3)nn2)nc2ccccc21	101	94	90	105
40	CC(=O)Oc1ccccc1C(=O)O	107&104	106&98&108	99&101&109	107&110&107
41	NC1=Nc2cc(OCCCCN3Cc4ccccc4C3)c(OCC3CC3)cc2C12CCCC2	-91*	-89*	13	-81*
42	O=c1cc(CSc2nnc(-c3ccc(F)cc3)o2)c2ccc3ccccc3c2o1	.	107	87	110
43	O=c1[nH]nc(Cn2nc(-c3ccccc3)ccc2=O)o1	101	82	100	113
44	CCOC(=O)NC(NC(=O)OCC)C(Cl)CC (configuration not stated)	101	92	.	103
45	Clc1ccc(C2(c3ccccc3)Nc3ccccc3S2)cc1 (configuration not stated)	104	124	117	121

No.	UACC-257	UACC-62	HS 578T	LOX IMVI
31	94	84	97	99
32	100	95	99	102
33	-88*	-83*	-22*	-85*
34	90	96	96	98
35	30	31	.	22
36	94	83	84	84
37	.	.	98	90
38	105	97	92	94
39	98	93	95	99
40	99&97&131	95&106	94&108&86	102&98&105
41	-83*	51	53	-81*
42	103	93	95	88
43	96	91	83	83
44	94	113	102	99
45	120	100	92	98

Full records from above. Values in the order: SK-MEL-5	MALME-3M	SK-MEL-2	SK-MEL-28	UACC-257	UACC-62	HS 578T	LOX IMVI
`COc1ccc(S(=O)(=O)/N=c2\c3ccccc3cnn2C2=NCCN2S(=O)(=O)c2ccc(OC)cc2)cc1` across the screens: 94	108	102	.	104	96	102	95
`O=C(NCn1c(=O)[nH]c2ccccc2c1=O)N1CCN(C(=O)NCn2c(=O)[nH]c3ccccc3c2=O)CC1` across the screens: 101	91	103	106	109	105	86	93
`Nc1cccc2c1C(=O)c1ccc(Cl)cc1C2=O` across the screens: 85	114	115	109	102	85	83	76

The listing continues:
No.	Structure	SK-MEL-5	MALME-3M	SK-MEL-2	SK-MEL-28
46	O=C(CNc1nc(-c2ccccc2)cs1)Nc1ccc([N+](=O)[O-])cc1	-69*	-67*	31	-6.9*
47	N/C(=N/N=C/c1ccccc1)N/N=C\c1ccccc1	34	67	42	72
48	Cc1cnc(NC(=O)C2=C(O)c3ccccc3S(=O)(=O)N2C)s1	99	103	.	109
49	Cc1ccc(-c2nc(/C=N/Nc3cc(C)nc4ccc(Br)cc34)c(C)o2)cc1	64	-82*	96	-14*
50	CCOC(=O)c1ccc2c(c1)OC(NCc1ccc(C#N)cc1)C(=O)N2C (configuration not stated)	101	101	94	114
51	COc1cc(NC(C)CCCN)c2nccc(C)c2c1OC (configuration not stated)	87	104	95	117
52	Brc1cccc(C=Nc2ccc(Nc3ncnc4sc5c(c34)CCN(Cc3ccccc3)C5)cc2)c1	90	106	97	104
53	CSc1nc(=O)n(CCC#N)nc1SC	98	.	110	101
54	COc1ccc(/C=C2\CC/C(=C\c3ccc(OC)c(O)c3Cl)C2=O)c(Cl)c1O	98	108	103	108
55	O=c1oc2c(Cl)cc(Cl)cc2n1SC(Cl)(Cl)Cl	108	106	95	104
56	Cc1nn(-c2ccc(F)cc2)c2ncnc(Nc3ccc(NC(=O)Nc4cc(C(F)(F)F)ccc4F)cc3)c12	84	92	80	87
57	COc1cc(Cn2c(SCc3ccc(Cl)cc3)nc3ccccc3c2=O)cc(OC)c1OC	86	92	75	97
58	C/C(=N\N=C\c1ccc(O)cc1)c1nnn(-c2ccc(Cl)cc2)c1C	99	95	115	107
59	O=C1C(C2SC(=S)N(C3CC3)C2=O)SC(=S)N1C1CC1 (configuration not stated)	92	100	99	101
60	C=CCc1c(C)nc(N)[nH]c1=O	104	99	123	119

No.	UACC-257	UACC-62	HS 578T	LOX IMVI
46	39	9.9*	22	-19*
47	69	70	68	62
48	106	113	111	105
49	97	86	102	-88*
50	109	101	98	88
51	112	97	87	59
52	112	83	96	75
53	100	99	97	99
54	107	93	106	101
55	104	112	105	95
56	81	48	45	70
57	96	69	107	88
58	103	93	104	88
59	90	89	99	85
60	99	96	99	98

(next part)
No.	Structure	SK-MEL-5	MALME-3M	SK-MEL-2	SK-MEL-28
61	O=C(N/N=C/C[C@@H]1[C@@H](CO)[C@H](O)C[C@@H]1O)c1ccncc1	97	98	101	105
62	COc1cc(-c2cc(-c3ccc(Cl)cc3)[nH]c(=S)c2C#N)cc(OC)c1OC	88	105	104	93
63	Cc1cc2ccccc2nc1-c1ccccc1F	102	.	111	116
64	O=C(C(=O)c1ccc(O)c(O)c1)c1ccc(O)c(O)c1	103	.	102	111
65	O=c1[nH]c2ccc(Cl)cc2cc1CSc1ccccc1Nc1nccc(-c2ccc(C(F)(F)F)cc2)n1	87	75	97	96
66	CCN1C(=O)N(CC)C2Nn3c(s/c(=C4\C(=O)N(CC(C)C)c5ccccc54)c3=O)=NC21 (configuration not stated)	40	70	66	66
67	NC(=O)C1=C[C@H]2[C@H]3C=C[C@@]2(O)C(=O)O[C@@H]3O1	61	4.5*	42	25
68	CC(=O)c1ccc(NS(=O)(=O)c2ccc(-c3cnc(C4CC4)o3)cc2)cc1	98	96	100	108
69	NCCC1CCCCCC1	108	126	.	105
70	COC(=O)C1(CC(=O)c2cc(Cl)ccc2Cl)NC(=S)NC(=O)C1C#N (configuration not stated)	106	96	106	107
71	COc1cc(-c2nc(SCC(=O)c3ccc(Br)cc3)[nH]c(=O)c2C#N)cc(OC)c1OC	113	102	97	112
72	COc1ccc2nc3nc4ccc[nH]c4cc3c2c1	89	90	108	110
73	CC(=O)C(=O)NCCCCCCC(=O)Nc1ccccc1	.	112	109	113

No.	UACC-257	UACC-62	HS 578T	LOX IMVI
61	57	94	94	97
62	93	92	.	70
63	90	105	106	98
64	102	91	119	102
65	104	77	69	57
66	88	45	40	54
67	29	35	83	23
68	98	69	94	96
69	.	106	110	106
70	111	100	101	101
71	107	117	108	105
72	115	105	93	95
73	108	98	112	109
